Screening results as filed in PubChem BioAssay.
OXTR potentiator – human OXTR potentiators, primary screen, fluorescence, CHO-OTR cells, Fluo-8 calcium. Fluo-8 calcium fluorescence, potentiator mode; 0% = oxytocin EC15, 100% = EC100. actives 0.061% (n = 320,000). activation, % at 3 µM;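 active means activation above that plate's cutoff, the mean activation of tested compounds plus 3 SD, cut at about 6.6% in these data, passing the limit was not always enough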;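 further: 100% uses oxytocin at 75 nM as the full agonist control; some results filed as inactive read as strong as hits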
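Dosing: Single dose, 3.0 µM nominal final compound concentration | Material: Human OTR in CHO cells | Technique: Kinetic Fluo-8 calcium fluorescence | Benchmarks: EC15 oxytocin alone as 0%, 75 nM oxytocin as 100% | Probe or stimulus: Oxytocin at about EC15, sub-maximal agonist stimulus | Incubation: Compound 6 min at room temperature before oxytocin, 100 s read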
CHRM1 agonist – human M1 muscarinic receptor agonists, primary screen, Fluo-8 calcium fluorescence, CHO-K1 cells, HTS | CHO-K1 hM1, agonist mode; 0% DMSO, 100% acetylcholine EC100 | activation, % at 3 µM | actives 0.33% (n = 360,000) | AID 588814, 2011;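 active means activation above the run's mean compound activation plus 3 SD, cut at about 16% in these data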;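 further: peak over basal fluorescence ratio within a 140 s kinetic read after compound addition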
Target sequence (P11229 whole entry, looked up): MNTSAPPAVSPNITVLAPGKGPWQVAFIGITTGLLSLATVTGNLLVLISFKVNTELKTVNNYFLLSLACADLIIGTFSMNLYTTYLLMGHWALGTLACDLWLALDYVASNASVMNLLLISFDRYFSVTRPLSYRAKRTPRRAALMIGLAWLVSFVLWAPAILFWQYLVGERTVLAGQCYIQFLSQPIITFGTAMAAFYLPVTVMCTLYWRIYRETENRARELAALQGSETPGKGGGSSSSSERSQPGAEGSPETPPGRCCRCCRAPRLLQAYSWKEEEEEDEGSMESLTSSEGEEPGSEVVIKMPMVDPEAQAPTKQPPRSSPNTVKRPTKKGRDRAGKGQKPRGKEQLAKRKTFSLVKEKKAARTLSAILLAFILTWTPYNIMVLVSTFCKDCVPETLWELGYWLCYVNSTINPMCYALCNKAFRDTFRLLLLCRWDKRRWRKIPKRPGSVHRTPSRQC
M1 PAM – human M1 muscarinic receptor positive allosteric modulators, primary screen, CHO-K1 cells, Fluo-8 calcium fluorescence, 1536-well; Muscarinic acetylcholine receptor M1 (Homo sapiens), P11229; CHO-K1 hM1, ACh EC20; 0% = ACh EC20, 100% = maximal ACh; activation, % at 3 µM; actives 0.088% (n = 360,000); in the data active means activation above about 19%, passing the limit was not always enough
CHRM1 antagonist – human M1 muscarinic receptor antagonists, primary screen, CHO-K1 cells, Fluo-8 calcium fluorescence, 1536-well; CHO-K1 hM1, ACh EC80 antagonist; inhibition, % at 3 µM; actives 1.3% (n = 360,000); AID 588852, 2011;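 active means percent inhibition above its own plate's cutoff, namely the mean of that plate's compound wells plus 3 SD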;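 further: peak over basal fluorescence ratio during 140 s after agonist addition; 0% = ACh EC80 plus DMSO and 100% = DMSO alone without agonist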
M4 antag – human M4 muscarinic receptor antagonists, primary screen, CHO cells, Fluo-8 calcium fluorescence. CHO-hM4 cells, ACh EC80. inhibition, % at 3 µM. Muscarinic acetylcholine receptor M4 (Homo sapiens), P08173. actives 0.73% (n = 360,000);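 active means inhibition above its plate's cutoff, the mean inhibition of sample wells plus 3 SD, cut at about 27% in these data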;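 further: 0% = acetylcholine EC80 with DMSO and 100% = DMSO without agonist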
Target sequence (P08173 whole entry, looked up): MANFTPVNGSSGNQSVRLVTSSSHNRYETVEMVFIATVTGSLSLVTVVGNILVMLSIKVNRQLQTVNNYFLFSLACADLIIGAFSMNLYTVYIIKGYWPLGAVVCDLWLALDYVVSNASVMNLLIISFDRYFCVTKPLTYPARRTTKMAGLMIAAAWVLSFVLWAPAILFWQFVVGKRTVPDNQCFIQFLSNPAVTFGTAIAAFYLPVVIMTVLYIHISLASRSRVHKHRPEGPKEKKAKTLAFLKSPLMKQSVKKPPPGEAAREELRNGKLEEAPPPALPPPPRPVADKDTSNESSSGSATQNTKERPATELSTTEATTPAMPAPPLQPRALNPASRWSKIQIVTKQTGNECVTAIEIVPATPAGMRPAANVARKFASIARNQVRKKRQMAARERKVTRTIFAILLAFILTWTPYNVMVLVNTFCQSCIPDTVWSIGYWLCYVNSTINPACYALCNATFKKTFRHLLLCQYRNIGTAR
CHO parental Ca – ATP-evoked calcium signal inhibitors, parental CHO, primary screen, counter-screen for OX1R antagonist project, cell-based, fluorescence, Fluo-8 calcium dye; actives 0.63% (n = 330,000); AID 463079, 2010; inhibition, % at 5.6 µM; parental CHO-K1, ATP-induced calcium, Fluo-8 fluorescence;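 active means inhibition above that plate's mean sample inhibition plus 3 SD, cut at about 26% in these data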;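 further: 0% = ATP-challenged DMSO wells and 100% = DMSO wells without ATP; some compounds past the cut are filed as inactive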
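Material: Parental CHO cells | Reagent: ATP | Compound dosing: Single nominal dose of 5.6 µM per compound | Detection: Intracellular calcium via Fluo-8 no-wash fluorescent dye | Read-out: % inhibition of ATP-induced calcium mobilization | Benchmarks: Low control ATP plus DMSO, high control DMSO only | Replicates: Singlicate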
M1 ag parental – counter-screen for M1 agonists: effect in parental CHO-K1 cells; Fluo-8 calcium fluorescence; scaled to maximal ATP response, vehicle zero; activation, % at 3 µM; actives 0.48% (n = 360,000); AID 602248, 2012; in the data active means activation above about 15%;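 further: untransfected CHO-K1 host cells lacking M1 receptor as counterscreen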
M4 ag – human M4 muscarinic receptor agonists, primary screen, CHO-K1 cells, Fluo-8 calcium fluorescence; Muscarinic acetylcholine receptor M4 (Homo sapiens), P08173; CHO-K1 hM4/Gqi5; vehicle 0%, full acetylcholine response 100%; activation, % at 3 µM; actives 0.14% (n = 360,000);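 active means activation above the run mean over all test wells plus 3 SD, cut at about 32% in these data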;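 further: peak over basal fluorescence ratio per well then scaled between controls; 0% = DMSO wells and 100% = acetylcholine at EC100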
CHO-K1 Ca antag – counter-screen for M1 antagonists: effect in parental CHO-K1 cells | ATP-induced calcium, Fluo-8 fluorescence | inhibition, % at 3 µM | actives 0.6% (n = 360,000);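 active means inhibition above a per-plate cutoff, the plate's mean sample inhibition plus 3 SD, cut at about 24% in these data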;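 further: 0% = DMSO plus EC80 ATP and 100% = DMSO alone without ATP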
Numbers without * were called inactive; · = not tested or not shown.

SMILES | OXTR potentiator | CHRM1 agonist | M1 PAM | CHRM1 antagonist | M4 antag | CHO parental Ca | M1 ag parental | M4 ag | CHO-K1 Ca antag
CCCC(=O)Nc1nnc(SCC(=O)Nc2ccc(OCC)cc2)s1 | · | 0 | 13 | -16 | 8 | · | 0.1 | 0 | -4
Cn1c(CCCOc2ccc(Cl)cc2Cl)nnc1SCC(=O)Nc1cccc(F)c1 | -5 | -3 | 7 | -4 | 7 | -14 | 1.0 | 1 | -13
Cc1cccc(COC[C@H](Cc2ccccc2)N2CCN(C(=O)c3cccc(C)c3)CCC2=O)c1 | · | · | · | · | -8 | · | 3.9 | 8 | -20
COc1cccc(-c2nnc(SCC(=O)N(C(C)C)C(C)C)o2)c1 | -3 | -6 | -2 | -3 | -11 | -10 | 0.2 | 0 | -4
COc1ccc(C2CC(c3ccccc3)=NN2S(=O)(=O)c2ccccc2)c(OC)c1 (stereo unspecified) | -6 | -3 | -6 | 5 | -3 | -16 | 0.5 | 0 | -13
O=C(/C=C/c1cccs1)c1cc(Cl)ccc1O | 2 | -5 | 10 | -20 | -2 | -10 | 6.2 | 0 | -21
Cn1c(=O)[nH]c(=O)c2c1nc(OC(=O)c1ccccc1)n2CC(O)COc1ccc(F)cc1 (stereo unspecified) | · | 9 | 17 | -1 | -2 | · | 0.0 | 0 | 0
COC(=O)c1cc2ccsc2n1CC(=O)Nc1cc(C)cc(C)c1 | -6 | -7 | 3 | 0 | -7 | -15 | 0.6 | -1 | -9
CCCCNC(=O)NC1CCCC1 | -4 | -4 | -5 | 9 | 0 | -6 | 0.3 | 0 | 8
Cc1ccc(C(=O)Oc2ccc([N+](=O)[O-])cc2)cc1S(=O)(=O)N1CCCCCC1 | -2 | -7 | 0 | 5 | 3 | -10 | 2.9 | 1 | 4
O=C1CCCc2c1nc(-c1ccccc1)n2O | 2 | -4 | 4 | -4 | 16 | -1 | 0.0 | 1 | -12
CCOc1ccc2c(c1)C(N(CCN1CCOCC1)C(=S)Nc1ccccc1OC)CC(C)(C)O2 (stereo unspecified) | -10 | -6 | 2 | -7 | 6 | -32 | -0.6 | 0 | -4
Cc1cc(NC(=O)C(C)SCC(=O)OC(C)C(=O)Nc2ccccc2C)no1 (stereo unspecified) | -11 | -4 | 3 | -1 | 2 | -15 | 0.7 | 1 | 0
Cc1cc(C(=O)O)c(=O)[nH]c1C | 0 | -1 | 5 | -2 | -2 | -2 | 0.2 | 0 | -5
O=C(NNC(=O)c1sccc1-n1cccc1)c1ccc(F)cc1 | -6 | -2 | 10 | -1 | 3 | -13 | 1.4 | 0 | -16
O=C(COc1ccccc1[N+](=O)[O-])Nc1cccc(Cl)c1N1CCOCC1 | -9 | 0 | -7 | 16 | 3 | -15 | 6.2 | 12 | 13
Cc1ccc(S(=O)(=O)NC(=O)NC(=O)N(C)S(=O)(=O)c2ccc(C)cc2)cc1 | -10 | -2 | 5 | -2 | -6 | 0 | 0.4 | 1 | 0
COc1cccc2cc(C(N)=O)oc12 | -14 | -4 | 8 | -2 | 1 | -2 | 0.8 | 2 | -12
CCC(C)(C)n1nnnc1C(c1ccccc1)N1CCN(Cc2ccccc2)CC1 (stereo unspecified) | -11 | -4 | 11 | -15 | 4 | -22 | 0.0 | 3 | -2
O=C(N/N=C/c1c[nH]c2ccccc12)c1ccc2c(c1)OCCO2 | -9 | -1 | 9 | -5 | 2 | -7 | 1.3 | 4 | -2
NC(=O)C(=O)NN=C1CCC(c2ccccc2)CC1 (stereo unspecified) | 1 | -4 | -1 | 2 | 2 | 1 | 0.4 | 0 | -6
CC(C)(C)c1cc(NC(=O)C2(C)CCN2C(=O)C2(c3ccccc3)CCCC2)no1 (stereo unspecified) | · | -4 | 2 | -18 | -7 | · | 0.2 | -1 | -15
CC(CC(=O)O)Nc1ccccc1O (stereo unspecified) | 1 | -5 | 9 | -7 | 2 | -8 | 1.4 | 1 | -13
Cn1c(=O)c([N+](=O)[O-])c(-n2ccnc2)c2ccccc21 | -2 | -6 | 0 | 0 | 1 | -2 | 0.6 | 1 | -4
Cc1c(C(=O)N2CCN(c3ncccn3)CC2)sc2nc3n(c(=O)c12)CCCC3 | -6 | -4 | 7 | -12 | 1 | -1 | 0.8 | 1 | -2

The last 3 records of the section before come first, to join the parts:
SMILES | OXTR potentiator | CHRM1 agonist | M1 PAM | CHRM1 antagonist | M4 antag | CHO parental Ca | M1 ag parental | M4 ag | CHO-K1 Ca antag
CC(CC(=O)O)Nc1ccccc1O (stereo unspecified) | 1 | -5 | 9 | -7 | 2 | -8 | 1.4 | 1 | -13
Cn1c(=O)c([N+](=O)[O-])c(-n2ccnc2)c2ccccc21 | -2 | -6 | 0 | 0 | 1 | -2 | 0.6 | 1 | -4
Cc1c(C(=O)N2CCN(c3ncccn3)CC2)sc2nc3n(c(=O)c12)CCCC3 | -6 | -4 | 7 | -12 | 1 | -1 | 0.8 | 1 | -2
Cn1c(SCc2cccnc2)nnc1-c1c[nH]c2ccccc12 | -5 | 0 | 2 | -6 | 5 | -1 | 0.5 | 1 | -8
Cc1ccc(C2/C=C\CC(NC(=O)OCC3c4ccccc4-c4ccccc43)CC(=O)N2Cc2ccccc2)cc1 (stereo unspecified) | · | -3 | 1 | -11 | -22 | -38 | 1.3 | 0 | -11
COc1ccc(C(=O)OCC(N)=O)cc1[N+](=O)[O-] | 1 | -7 | 4 | -5 | 7 | 4 | 1.0 | 0 | -5
OCCNc1nc(-c2ccccc2)nc2ccccc12 | -5 | -4 | 8 | -1 | -3 | -3 | 1.8 | 3 | -5
Cc1ccc(S(=O)(=O)Nc2ccc3cn[nH]c3c2)c(C)c1 | -10 | 7 | 6 | -5 | 0 | -8 | 5.2 | 6 | -2
CCOC(=O)C(NC(C)=O)C(=O)Nc1ccc(C(C)(C)C)cc1 (stereo unspecified) | 1 | -3 | -1 | 1 | -2 | 1 | 0.9 | 1 | -8
CCN(CC)C(=O)CSc1nc2cc3c(cc2c(=O)n1Cc1ccc(OC)cc1)OCO3 | -7 | -1 | 5 | -6 | 1 | -4 | -0.5 | 1 | -9
N#CCSc1ccccc1NC(=O)COc1ccc(-c2nnco2)cc1 | -7 | 0 | 3 | 1 | -2 | 5 | 6.9 | 9 | -9
Cc1cc(-c2nnc(CCC(=O)NC(Cc3ccccc3)c3ccccc3)o2)no1 (stereo unspecified) | -5 | -6 | 14 | -14 | 6 | -19 | 0.0 | 1 | -8
CCSc1cnn(-c2ccccc2)c(=O)c1SCC | -2 | -7 | 9 | -9 | 5 | -17 | 0.7 | -1 | -11
O=Cc1ccc(OC(=O)CCCCC(=O)Oc2ccc(C=O)cc2)cc1 | -17 | 1 | -6 | -9 | 6 | 8 | 7.4 | 6 | -13
Cn1c2c(c(=O)n(C)c1=O)C(NS(=O)(=O)c1ccc(Cl)cc1)(C(F)(F)F)C(=O)N2 (stereo unspecified) | -1 | -3 | 5 | 9 | -2 | -5 | 0.6 | 0 | -5
CCC(CC)NC(=O)Nc1ccc(C)cc1 | 8 | -4 | 3 | -5 | -17 | 10 | 0.2 | 0 | -11
CC(C)c1ccc(NC(=O)Nc2cc3sccc3n2C)cc1 | -8 | -5 | 2 | -3 | 0 | 0 | 0.3 | 1 | -1
COc1ccc(-c2cc(C(=O)Nc3ccc(S(N)(=O)=O)cc3)c3ccccc3n2)cc1OC | -4 | 1 | 15 | -6 | 8 | -4 | -0.5 | 1 | 20
CN1CCN(C(=O)/C=C/c2ccc3c(c2)OCO3)CC1 | -6 | -4 | 4 | -6 | -2 | -16 | 0.5 | 1 | -2
C1=C[C@H]2CC[C@@H]1N(c1ccccc1)O2 | · | 0 | 4 | -4 | -15 | 7 | -0.1 | 0 | -9
CCN(CC)CCNC(C(=O)Nc1ccc([N+](=O)[O-])cc1Br)c1ccccc1 (stereo unspecified) | -5 | -8 | 3 | -7 | -4 | -19 | 1.5 | 2 | -15
CCSc1nnc(NC(=O)CSC2=NN3CCCC(=O)N=C3S2)s1 | -3 | -2 | 0 | 8 | -9 | -3 | -0.2 | 1 | -7
CCOC(=O)CN1C(=O)SC(CC(=O)Nc2nccs2)C1=O (stereo unspecified) | -11 | -2 | -1 | 9 | 9 | -9 | 0.7 | 6 | 11
CCOC(=O)C1C(=O)NC(N2CCN(c3ccccc3)CC2)=NC1c1ccco1 (stereo unspecified) | 0 | -4 | -4 | 4 | 4 | 0 | 0.2 | 1 | 9
Cc1ccc(NC(=O)c2ccc(NS(=O)(=O)c3cccc4cccnc34)cc2)cc1 | -8 | -3 | -1 | 0 | 0 | -5 | 2.6 | 5 | -5
CCN(c1ccc(OC)cc1)S(=O)(=O)c1nnc(NC(=O)c2ccco2)s1 | -3 | -5 | -4 | 4 | 1 | -15 | 0.2 | 1 | -11
CCOc1ccc(NC(=O)CCS(=O)(=O)c2ccc(C)cc2)cc1 | 2 | -7 | 14 | -17 | -15 | -25 | 0.5 | 2 | -4
CC(C1CC1)N(C(=O)NC1CCS(=O)(=O)C1)c1ccccc1 (stereo unspecified) | -14 | -2 | 17 | -15 | -1 | -10 | 0.8 | 0 | -11
(list continues)
SMILES | OXTR potentiator | CHRM1 agonist | M1 PAM | CHRM1 antagonist | M4 antag | CHO parental Ca | M1 ag parental | M4 ag | CHO-K1 Ca antag
COc1cccc(NC(=O)Cc2ccc(C)cc2)c1 | -2 | -2 | 2 | 2 | 3 | -11 | 1.3 | 6 | -8
O=C(NCCCn1ccnc1)C1CCN(S(=O)(=O)c2ccc(F)cc2)CC1 | -2 | -8 | 3 | -6 | -6 | 2 | 0.4 | 0 | 2
CCC(=O)N1CCc2cc(S(=O)(=O)NCCC(=O)N3CCN(c4ccccc4)CC3)ccc21 | -7 | -1 | -1 | -7 | -19 | -5 | 4.2 | 9 | 2
CCn1c(SC/C=C/c2ccccc2)nnc1-c1cccs1 | -15 | -7 | 2 | 0 | 4 | -5 | 1.1 | 1 | -4
CC(C)c1onc(C(=O)N2CCN(Cc3ccccc3)CC2)c1[N+](=O)[O-] | 1 | 0 | 10 | -14 | -13 | -14 | 1.0 | 1 | -2
Cc1ccc(NC(=O)CN(C)CC(=O)Nc2ccc(F)c(F)c2F)c(Cl)c1 | -5 | -6 | 4 | -4 | 0 | -12 | 3.5 | 3 | -11
CC(C)c1ccc(Nc2ncc3c(n2)CCN(C(=O)NC2CCCCC2)C3)cc1 | · | 3 | -2 | 4 | -5 | · | 6.8 | 5 | 12
